Screening data deposited in PubChem by National Center for Advancing Translational Sciences (NCATS).
Giardia FBPA inh: qHTS Assay for Inhibitors of Fructose-1,6-bisphosphate Aldolase from Giardia Lamblia; A8B2U2; purified Giardia FBPA; Potency, µM (highest dose often 59.6 µM), inactives show at the top dose activity, negative = inhibition, actives largely listed as inhibitors; 0.71% of 290,000 active; note: potency is the fitted concentration of half-maximal effect; % is set by controls: 0 for no effect and ±100 for the full control effect; nearly all actives have a fitted effect of over 55% in size
Target sequence (A8B2U2 whole entry, looked up): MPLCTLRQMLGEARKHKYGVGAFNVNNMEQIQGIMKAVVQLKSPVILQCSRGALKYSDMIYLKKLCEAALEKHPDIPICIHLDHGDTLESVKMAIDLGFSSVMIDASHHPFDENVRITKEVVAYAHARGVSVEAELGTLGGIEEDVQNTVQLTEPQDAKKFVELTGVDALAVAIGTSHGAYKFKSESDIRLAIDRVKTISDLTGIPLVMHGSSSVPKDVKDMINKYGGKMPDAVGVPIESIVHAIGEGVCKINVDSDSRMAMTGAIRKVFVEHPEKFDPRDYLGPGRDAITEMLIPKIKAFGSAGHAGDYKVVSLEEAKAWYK
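40 nM FBPA preincubated 10 min at RT with compound (up to 57.5 uM final), then substrate plus GAPDH/TPI/NAD/arsenate coupling and diaphorase/resazurin added. Fluorescence read after 20 min at RT, 525/598 nm.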
HCV inh: qHTS Assay for Inhibitors of Hepatitis C Virus (HCV); Huh7.5.1 HCVcc-Cre infection, luciferase reporter, 44 h; Potency, µM (titrated, usually from 41.8 µM), for inactives: at the highest dose activity change, negative = inhibition, most hits filed as inhibitors; 3.4% of 340,000 active; AID 651820, 2012; note: potency is the fitted concentration of half-maximal effect; % is set by controls: 0 for no effect and ±100 for the full control effect
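After 44 h co-culture of compound, cells and HCVcc-Cre (~0.5 moi), substrate is added for 15 min at room temperature and luciferase measured over 15 sec. Cells were seeded at 1,000/well and pre-cultured 4 h.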
Pf growth 48h: Primary qHTS for delayed death inhibitors of the malarial parasite plastid, 48 hour incubation | P. falciparum luciferase growth in erythrocytes, 48 h | Potency, µM (top dose mostly 28.7 µM), without a hit: top-dose activity change, negative = inhibition, usual class: inhibitors | 5.9% of 310,000 active; note: potency is the fitted concentration of half-maximal effect; % is set by controls: 0 for no effect and ±100 for the full control effect
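Parasite viability was followed by luminescence of a genomically integrated firefly luciferase. Cultures held 0.1% parasitemia at 2% hematocrit (final), incubated under 5% CO2 at 37 C.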
Pf growth 96h: Primary qHTS for delayed death inhibitors of the malarial parasite plastid, 96 hour incubation; 6.9% of 320,000 active; Potency, µM (highest dose often 28.7 µM), inactives show at the top dose activity change, negative = inhibition, usual class: inhibitors; AID 504834, 2011; P. falciparum luciferase reporter growth, 96 h; note: potency is the fitted concentration of half-maximal effect; % is set by controls: 0 for no effect and ±100 for the full control effect
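Compounds incubated with erythrocytes infected by luciferase-expressing P. falciparum (2% hematocrit, 0.05% parasitemia final) for 96 hours, 37 C in 5% CO2. Growth inhibition scored as decreased luciferase luminescence.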
CHX counter: Cycloheximide Counterscreen for Small Molecule Inhibitors of Shiga Toxin | cell reporter, cycloheximide protein synthesis inhibition counterscreen | max response, % | 12% of 300,000 active; in the data active = max response mostly above about 13%, no sharp cut-off; inactive = mostly below about 14%; note: read at 38.3 µM for the half of the compounds with a filed dose; 0% is about no effect
Shiga inhibitor: A qHTS for Small Molecule Inhibitors of Shiga Toxin. inhibition, % at 38.7 µM. Vero cells, Shiga toxin protein synthesis inhibition reporter. AID 2315, 2010. 9.2% of 290,000 active; in the data active = inhibition mostly above about 28%, no sharp cut-off; inactive = mostly below about 43%; note: 0% is about no effect
* marks the source's active call; other numbers are inactive results; ? = inconclusive; / = no result given; [ ] = remark or other dose. Unless noted, calls come from the whole dose curve; as a rule, active = well fitted curve in the direction sought with a large enough effect; inconclusive = small, poorly fitted or top-dose-only effect, or another doubt; inactive = no such curve, though single readings can be large; an effect the other way counts as inactive or inconclusive.

1) CC(=O)N1N=C(c2cccc(Cl)c2)OC1c1cccc([N+](=O)[O-])c1 (configuration not stated)
2) CN(C)CCNC(=O)c1c(NC(=O)c2ccccc2)sc2c1CCCC2
3) COc1ccccc1N1CCN(C(=O)c2nn(C)c3c2CS(=O)(=O)c2ccccc2-3)CC1
4) CC(C)(C)n1[nH]c2c3c(ccc2c1=O)C(=O)c1ccccc1C3=O
5) CC1C/C(=C/c2cccs2)C(=O)/C(=C/c2cccs2)C1 (configuration not stated)
6) Cc1ccc(OCC(=O)OCCN2C(=O)c3ccccc3C2=O)cc1C
7) COc1ccc(NS(=O)(=O)c2cccc(C(=O)NCCCN3CCOCC3)c2)cc1
8) CC(=O)N(O)CCCCCNC(=O)CCC(=O)N(O)CCCCCNC(=O)CCC(=O)N(O)CCCCCN
9) Cc1ccc(S(=O)(=O)NNC(=O)c2cnn(-c3ccccc3)c2-n2cccc2)cc1
10) Nc1nc(SCc2cccc(Br)c2)n[nH]1
assay / entry	1	2	3	4	5	6	7	8	9	10
Shiga inhibitor	-8	/	-7	44	9	-2	/	-13	-14	14
Pf growth 96h	?	36%[activator]	?	/	41%[activator]	1.9µM*	?	?	92%[activator]	?
HCV inh	-6%	?	-9%	?	?	25%	-19%	14µM*	-24%	-11%
Giardia FBPA inh	6%	5%	/	?	-5%	-6%	/	?	0%	-13%
Pf growth 48h	?	?	-16%	1.3µM*	-1%	10%	?	?	43%[activator]	0%
CHX counter	-3	-4	-1	24*	3	-2	/	0	-2	0

11) CCn1c2ccc(Cl)cc2c2nc3ccccc3nc21
12) COc1ccc(-c2cc(C(=O)Nc3cnn(Cc4ccccc4C)c3)no2)cc1OC
13) O=C(NCc1ccncc1)C(=O)N/N=C/c1ccccn1
14) CCn1c(SCC(=O)N(C)c2c(N)n(Cc3ccccc3)c(=O)[nH]c2=O)nc2ccccc21
15) O=C(COC(=O)c1ccc(Cl)nc1)Nc1ccccc1OC(F)F
16) O=C(CC1C(=O)NCCN1Cc1cccc(F)c1)NCCCN1CCCC1=O (configuration not stated)
17) Cc1ccc(NC(=O)c2cccc(F)c2)cc1S(=O)(=O)N1CCCCCC1
18) O=C(NCc1ccco1)C1CC(c2ccc(Cl)c(Cl)c2)=NO1 (configuration not stated)
19) CCC(=O)N1CCc2cc(S(=O)(=O)NCCC(=O)Nc3ccc(OC)cc3)ccc21
20) Cc1ccc(N=CC2=C(O)CC(c3ccccc3Cl)CC2=O)cc1 (configuration not stated)
assay / entry	11	12	13	14	15	16	17	18	19	20
Shiga inhibitor	-13	-4	-5	-5	-22	-7	-3	-6	-4	8
Pf growth 96h	6%	1%	14%	-2%	-4%	?	?	-11%	4%	1%
HCV inh	?	5%	16%	20%	19%	15%	?	12%	9%	14%
Giardia FBPA inh	-8%	1%	?	5%	6%	-8%	-3%	6%	3%	-3%
Pf growth 48h	0%	7%	35%[activator]	5%	-7%	6%	?	5%	5%	26%
CHX counter	-3	6	-1	-2	10	-1	-2	-5	-1	9

21) CCCCOC(=O)c1ccc(NC(=O)Nc2ccc(OC)c(OC)c2)cc1
22) Cn1c2ccccc2c2cc(/C=N/NC(=O)c3cc(O)ccc3O)ccc21
23) COc1ccc(Nc2c(-c3ccco3)nc3ccc(C)cn23)cc1
24) Clc1ccc(OCCn2ccnc2)cc1Cl
25) CC(C)(C)c1ccc(C(=O)OCCN2CCCCC2)cc1
26) O=C(N/N=C/C=C\c1ccccc1[N+](=O)[O-])c1ccco1
27) CC(c1n[nH]c(=S)n1-c1ccc(Cl)cc1)N(C)C (configuration not stated)
28) Nc1ncccc1C(=O)OCC(=O)NC1CCCCCC1
29) COc1ccc2oc(=N)c(C(=O)Nc3ccc(F)cc3)cc2c1
30) Cn1cccc1CN1CCN(C(=O)COc2ccccc2)CC1
assay / entry	21	22	23	24	25	26	27	28	29	30
Shiga inhibitor	-13	18	38	-19	55*	-2	8	/	14	-15
Pf growth 96h	?	?	?	205%[activator]	5.9µM*	?	2%	25%	?	-4%
HCV inh	-19%	10µM*	-10%	-15%	-14%	4%	-6%	-4%	8%	-29%
Giardia FBPA inh	-1%	25µM*	-10%	?	-7%	0%	-19%	/	-7%	?
Pf growth 48h	/	?	?	-1%	27%	?	18%	29%	6%	10%
CHX counter	-4	12*	31*	-1	22*	12	-1	/	-3	-2

31) CS(=O)(=O)c1nc(-c2ccc(F)cc2)cc(C(F)(F)F)n1
32) S=C1NCCOCCOCCOCCNC(=S)N2CCOCCOCCN1CCOCCOCC2
33) CCCCNC(=O)CSc1nc(O)cc(=O)n1C1CCCC1
34) COc1cc(OC)c(/C=N/NC(=O)c2ccncc2)c(OC)c1
35) O=C(O)c1cccc(N/N=C/c2ccc(-c3ccccc3)cc2)c1
36) CCc1cccc2c(C=C(C#N)C#N)cn(CC(=O)N3CCCC3)c12
37) CCn1c(C)[n+](CC)c2ccc(C(=O)N(C)c3ccccc3)cc21
38) CC(C)NC(=O)Cn1c(SCC(=O)N2c3ccccc3CC2C)nc2ccccc21 (configuration not stated)
39) Cn1cc([N+](=O)[O-])c(C(=O)n2cccn2)n1
40) O=C(Nc1cccnc1)c1ccco1
assay / entry	31	32	33	34	35	36	37	38	39	40
Shiga inhibitor	24	-9	16	-3	191*	-12	13	11	3	40
Pf growth 96h	10%	-14%	-18%	-28%	331%[activator]	38%[activator]	18%	/	-3%	38%[activator]
HCV inh	6.3µM*	-1%	-5%	12%	3%	-28%	15%	13%	20%	19%
Giardia FBPA inh	1%	-20%	3%	-14%	3%	2%	-3%	-7%	-9%	3%
Pf growth 48h	-4%	12%	?	-7%	/	-17%	-18%	?	26%	/
CHX counter	-5	-3	-4	-1	67*	1	9	-2	0	1

41) CN(C)c1ccc(S(=O)(=O)NCC(=O)OCC(=O)NC(=O)C2CCCCC2)cc1[N+](=O)[O-]
42) COc1cc(CCC(=O)N2CCN(c3ccc(N4CCOCC4)nn3)CC2)cc(OC)c1OC
43) Cc1ccc(NC(=O)CCS(=O)(=O)c2cc3[nH]c(=O)c(=O)[nH]c3cc2C)cc1
44) COC(CNC(=O)c1cnn2c(C)c(Cc3ccccc3)c(C)nc12)OC
45) O=C(NCc1ccncc1)C1CCCN(S(=O)(=O)c2cc(Cl)ccc2Cl)C1 (configuration not stated)
46) CC(CCc1ccccc1)NC(=O)C(Cc1ccccc1)NS(=O)(=O)c1cccs1 (configuration not stated)
47) CN(C(=O)COC(=O)c1nc(Cl)c(Cl)c(Cl)c1Cl)C1CCS(=O)(=O)C1 (configuration not stated)
48) CCOC(=O)N1CCN(c2c(N3CC=C(c4ccccc4)CC3)c(=O)c2=O)CC1
49) CCc1cccc(NC(=O)CCc2c(C)nn(-c3ccc(N4CCCCC4)nn3)c2C)c1
50) Cn1ccnc1SCC(=O)c1ccc(Br)cc1
assay / entry	41	42	43	44	45	46	47	48	49	50
Shiga inhibitor	/	-11	-9	-11	/	-9	60	0	95*	60*
Pf growth 96h	-25%	7.4µM*	4.1µM*	46%[activator]	?	/	51%[1.15 µM]	?	?	6%
HCV inh	10%	/	10%	?	?	-26%	10µM*	?	?	-9%
Giardia FBPA inh	/	-4%	13%	4%	/	0%	-5%	-4%	19%	-9%
Pf growth 48h	-9%	/	6%	?	?	?	31%[1.15 µM]	/	26%	58%
CHX counter	/	-10	9	-2	/	10	54*	0	40*	38*

51) COc1ccc(Cl)c(Cn2c(NCCCO)nc3c2c(=O)n(C)c(=O)n3C)c1
52) O=C(NCCc1ccc(F)cc1)c1cccc(NC(=O)c2ccccc2)c1
53) Cc1nc(-c2ccc(S(=O)(=O)N3CCN(C4c5ccccc5-c5ccccc54)CC3)s2)cs1
54) CC(C)CN1CCN(C2CCN(C(C)C)CC2)C(CCO)C1 (configuration not stated)
55) Cc1cc(C(=O)NNS(=O)(=O)c2cc(C(=O)O)ccc2Cl)c(C)n1-c1ccccc1
56) NC(=O)c1cc([N+](=O)[O-])ccc1N1CCN(Cc2ccccc2)CC1
57) O=C(NCCO)c1cc2cc(Cl)cc(Cl)c2oc1=O
58) CCC(=O)Nc1cccc(-c2nnc(SCC(=O)NCc3ccco3)n2C)c1
59) Cc1ccc2c(c1)NC(c1cccs1)C1=C(CC(C)(C)CC1=O)N2 (configuration not stated)
60) COc1ccc(NC(=O)/C=C/c2ccc(S(=O)(=O)N3CCOCC3)cc2)cc1
assay / entry	51	52	53	54	55	56	57	58	59	60
Shiga inhibitor	-8	44	94*	-8	/	-4	-13	-7	20	/
Pf growth 96h	?	?	?	16%	11%	104%[activator]	-29%	21%	-8%	-28%
HCV inh	-30%	22µM*	-8%	/	-19%	-7%	-5%	15%	29%	-4%
Giardia FBPA inh	-4%	1%	-16%	0%	/	6%	?	0%	-1%	/
Pf growth 48h	-2%	-12%	?	?	-6%	-2%	25%	16%	1%	-11%
CHX counter	-2	23*	30*	-1	/	-2	-3	2	-2	/

Three compounds drawn at random from the list so far:
55) Cc1cc(C(=O)NNS(=O)(=O)c2cc(C(=O)O)ccc2Cl)c(C)n1-c1ccccc1
51) COc1ccc(Cl)c(Cn2c(NCCCO)nc3c2c(=O)n(C)c(=O)n3C)c1
58) CCC(=O)Nc1cccc(-c2nnc(SCC(=O)NCc3ccco3)n2C)c1
assay / entry	55	51	58
Shiga inhibitor	/	-8	-7
Pf growth 96h	11%	?	21%
HCV inh	-19%	-30%	15%
Giardia FBPA inh	/	-4%	0%
Pf growth 48h	-6%	-2%	16%
CHX counter	/	-2	2

Further records:
61) CCCn1c(SCC(=O)Nc2sc(C)c(C)c2C(=O)OCC)nc2c1c(=O)n(C)c(=O)n2C
62) CN1CCN(C(CNC(=O)Nc2ccc(Cl)cc2)c2ccc(F)cc2)CC1 (configuration not stated)
63) CC(=O)c1cn(N(C)c2ncc(C(F)(F)F)cc2Cl)c(=O)[nH]c1=O
64) Fc1ccccc1COc1ccc(Br)cc1CNCc1cccnc1
65) O=C(c1cc2ccccn2n1)N1CCCC1
66) O=C(NCC1CCCO1)NC1(C(F)(F)F)Oc2ccccc2O1 (configuration not stated)
67) COc1cccc(-n2c(C)cc(/C=C3/C(=N)N4C(=NC3=O)SN=C4S(C)(=O)=O)c2C)c1
assay / entry	61	62	63	64	65	66	67
Shiga inhibitor	-13	8	-3	11	-4	19	48
Pf growth 96h	-21%	?	4%	?	12%	43%[activator]	?
HCV inh	?	?	-3%	?	/	?	?
Giardia FBPA inh	4%	-3%	1%	-16%	-6%	0%	6%
Pf growth 48h	12%	?	-22%	13µM*	/	-14%	-17%
CHX counter	-6	15	1	6	-5	27	14

Values by screen from above.
HCV inh, nos. 63–66: -3%, ?, /, ?
Pf growth 48h, nos. 63–66: -22%, 13µM*, /, -14%
CHX counter, nos. 63–66: 1, 6, -5, 27
